Runt-SMMHC FRET = inhibitors of RUNX1 Runt–CBFb-SMMHC binding, primary screen, biochemical, FRET, Cerulean-Runt, Venus-CBFb-SMMHC, uHTS | Runt-related transcription factor 1 (Homo sapiens) + Core-binding factor subunit beta … | Cerulean-Runt/Venus-CBFb-SMMHC FRET ratio 530/480, 1 h | inhibition, % at 20 µM | hit rate 0.74% among 220,000 | AID 1434, 2008;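 active = mean inhibition across duplicate retests at 20 µM reaching about 50%, limit read from the data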;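 note: 0% = DMSO wells and 100% = wells with excess untagged CBFb-SMMHC; inhibitors lower the FRET ratio by blocking Runt binding to CBFb-SMMHC; some results filed as inactive read as strong as hits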
Target sequence (Q01196 whole entry, looked up): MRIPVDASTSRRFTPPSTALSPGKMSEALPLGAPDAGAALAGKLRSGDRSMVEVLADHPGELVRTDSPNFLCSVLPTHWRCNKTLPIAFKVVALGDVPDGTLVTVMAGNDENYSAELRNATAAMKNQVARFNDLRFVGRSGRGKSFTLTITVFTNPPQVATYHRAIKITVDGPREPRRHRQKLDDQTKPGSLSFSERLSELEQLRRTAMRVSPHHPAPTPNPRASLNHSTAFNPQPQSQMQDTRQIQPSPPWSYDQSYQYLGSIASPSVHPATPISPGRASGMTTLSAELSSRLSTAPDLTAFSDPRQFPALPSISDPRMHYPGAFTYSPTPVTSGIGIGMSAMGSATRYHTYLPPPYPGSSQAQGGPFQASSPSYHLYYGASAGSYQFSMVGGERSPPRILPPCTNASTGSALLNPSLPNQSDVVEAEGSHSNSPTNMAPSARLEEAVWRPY
Target sequence (Q13951 whole entry, looked up): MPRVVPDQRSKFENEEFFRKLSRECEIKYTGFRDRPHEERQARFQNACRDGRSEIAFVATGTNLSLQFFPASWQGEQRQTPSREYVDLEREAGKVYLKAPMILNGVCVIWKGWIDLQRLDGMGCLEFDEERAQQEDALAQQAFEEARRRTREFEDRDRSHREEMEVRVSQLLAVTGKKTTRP
PPC-1+TRAIL kill = compounds killing PPC-1 cancer cells with TRAIL present, primary screen, TRAIL potentiator project, ATPLite luminescence, uHTS | PPC-1 cells + TRAIL, ATPLite viability luminescence | cell killing (% activity), % at 4 µM | hit rate 0.41% among 220,000 | AID 1443, 2008;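 active = cell killing above 50% in the first pass at 4 µM, then a duplicate retest at 5 µM averaging 50% or more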;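 note: plate controls were cells with TRAIL plus DMSO for no effect and medium-only wells lacking cells for full effect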
CHOP inh = inhibitors of CHOP promoter induction, primary screen, cell-based, unfolded protein response, luciferase reporter; CHO-K1 CHOP-promoter luciferase, tunicamycin-induced, 15-18 h; inhibition, % at 10 µM; hit rate 3.8% among 220,000;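 active = compounds that reduced the stress-induced luciferase reporter signal by more than about 70% of percent inhibition, limit read from the data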;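 note: 0% = tunicamycin plus vehicle and 100% = wells without tunicamycin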
EBV gp42 inh = Epstein-Barr virus gp42 inhibitors, primary screen, biochemical, uHTS, fluorescence polarization; Glycoprotein 42 (Epstein-Barr virus (strain AG876)), Q1HVG2; Fluorescence polarization binding assay, mP read-out; inhibition, % (tested at 21.74 µM); hit rate 0.42% among 220,000; AID 1085, 2008; in the data active = inhibition above about 50%
Target sequence (Q1HVG2 whole entry, looked up): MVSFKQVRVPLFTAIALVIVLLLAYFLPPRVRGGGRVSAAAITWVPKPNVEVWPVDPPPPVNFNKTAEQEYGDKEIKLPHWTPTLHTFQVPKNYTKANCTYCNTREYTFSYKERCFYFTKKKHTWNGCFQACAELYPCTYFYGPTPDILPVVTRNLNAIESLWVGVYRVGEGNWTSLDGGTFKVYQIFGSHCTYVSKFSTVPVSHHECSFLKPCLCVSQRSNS
p47phox inh = p47phox/p22phox peptide binding inhibitors, primary screen, biochemical, uHTS, NADPH oxidase regulatory subunit; fluorescence polarization, 2 h; inhibition, % at 24.7 µM; hit rate 0.53% among 220,000;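 active = inhibition above about 30%, limit read from the data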;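 note: 0% = p47phox with labelled peptide and 100% = labelled peptide alone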
Mdm2 ligase inh = MDM2-luciferase reporter signal enhancers, primary screen, MDM2 E3 ligase inhibitor project, cell-based, luminescence, 1536-well | E3 ubiquitin-protein ligase Mdm2 (Homo sapiens), Q00987 | cell-based MDM2 ubiquitination luciferase reporter, 2 h; 0 = plate control, 100 = twice control, blank-subtracted | signal enhancement, % at 5 µM | hit rate 0.11% among 210,000;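 active = signal enhancement of 30% or more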;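 note: luminescence tracks abundance of the self-degrading MDM2-luciferase fusion protein; higher signal means inhibition of MDM2 E3 ligase activity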
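Material: Stable MDM2–luciferase fusion reporter cells | Amount: 2000 cells seeded into each well | Dosing: One concentration, 5 µM, with 0.2% DMSO | Incubation: 4 h cell settling then 2 h compound exposure, 37 °C | Measured by: Luciferase luminescence | Read-out basis: % enhancement relative to plate controls after blank subtraction | Benchmarks: Control and blank well means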
TRPML3 agonist = human TRPML3 channel agonists, primary screen, cell-based, HEK293 TRPML3-YFP, Fluo-8 calcium fluorescence, 3 µM | hit rate 0.29% among 220,000 | 100% = the carbachol control signal | Mucolipin-3 (Homo sapiens), Q8TDD5 | activation, % at 3 µM;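 active = activation above its plate's cutoff, the mean activation of the plate's test wells plus 3 SD, cut at about 12% in these data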;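 note: 0% = DMSO only wells and 100% = carbachol wells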
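Material: HEK293 cells stably carrying human TRPML3-YFP; compound dosing: single dose, 3 µM final nominal compound, 0.3% DMSO final; incubation: 1-h 37 °C dye load, 5-s basal, 120-s post-compound reads; technique: Fluo-8 intracellular calcium fluorescence, excitation 470-495 nm, emission 515-575 nm; read-out basis: percent activation from peak-to-basal fluorescence ratio, scaled between DMSO and carbachol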
TRPN1 ag = zebrafish TRPN1 channel agonists, primary screen, cell-based, HEK293, calcium fluorescence. transient receptor potential cation channel N1 (TRPN1/NompC), Danio rerio. hit rate 0.18% among 220,000. activation, % at 3 µM. HEK293 zebrafish TRPN1-YFP, Fluo-8 calcium fluorescence; 100% = response to 87 µM carbachol. AID 1424, 2008;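 active = activation above its plate's cutoff, the mean activation of test wells on that plate plus 3 SD, cut at about 19% in these data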;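 note: 0% = DMSO alone and 100% = 87 µM carbachol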
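Material – zebrafish TRPN1-YFP in HEK293 cells · Doses – 3 µM single point · Schedule – dye 1 h 37 °C plus 30 min RT · Signal – Fluo-8 calcium fluorescence, excitation 470-495 nm, emission 515-575 nm · Read-out – % activation versus carbachol response · Control set – carbachol high, DMSO low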
TNF necrop inh = inhibitors of TNF-alpha triggered necroptosis, primary screen, cell-based, Jurkat FADD-/-, single concentration; Jurkat FADD-/- TNF necroptosis rescue, ATP luminescence, 24 h; 0 = TNF only, 100 = no-TNF cells; activation (protection from cell death), % at 10 µM; hit rate 0.068% among 220,000; AID 463075, 2010;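 active = activation, meaning protection from cell death, of at least 50% relative to plate controls; inactive = activation below 50%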;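 note: necroptosis triggered by 40 ng/mL TNF-alpha added together with compound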
* = called active by the depositor; / = not tested or not shown.

SMILES	Runt-SMMHC FRET	PPC-1+TRAIL kill	CHOP inh	EBV gp42 inh	p47phox inh	Mdm2 ligase inh	TRPML3 agonist	TRPN1 ag	TNF necrop inh
CCOC(=O)c1c(C)[nH]c(C(=O)N2CCCC(C(=O)c3ccccc3OC)C2)c1C (configuration not stated)	4	33	-19	-11	-16	-9	0.6	-0.5	-0.1
COc1ccc(C(=O)NCC23C=CC(O2)C2C(=O)N(Cc4ccccc4)C(=O)C23)cc1 (configuration not stated)	8	12	15	-23	-1	-12	1.2	2.6	-2.5
CC1=CC(C)(C)N2C(=O)C(=O)c3cc(OC(=O)c4ccco4)cc1c32	-2	11	-2	13	11	4	1.0	0.2	-8.4
O=C(CNc1ccc(F)cc1)c1ccccc1	-4	1	63	-12	-6	-7	0.6	-0.8	1.6
CCCC(=O)Nc1c(-c2ccc(OC)cc2)c(=O)c2ccccc2n1C	-6	21	-4	-16	-12	0	1.3	3.2	-0.6
COCCN1CN(S(=O)(=O)c2ccc(Cl)cc2)c2nc3ccccc3nc21	1	24	32	-1	-5	-4	-0.5	-0.5	-1.7
CC(=O)Nc1ccc(S(=O)(=O)NCC2CCC(C(=O)NCCC3=CCCCC3)CC2)cc1 (configuration not stated)	0	8	-11	6	-23	/	-0.1	-0.4	-0.7
COc1cccc(-c2nn(-c3ccccc3)cc2CN(C)Cc2c(C)nc3ccccn23)c1	-1	7	-16	-2	-10	-12	-0.5	-3.0	2.5
COc1ccc(-n2c(Cc3cccn3C)nnc2SCC(=O)N2CCCc3ccccc32)cc1	0	-1	22	-15	-21	-2	-0.3	-0.9	-0.8
COc1ccc(NC(=O)c2ccc(NC(=O)COC(=O)CC(NC(=O)c3ccccc3Cl)c3ccccc3)cc2)cc1 (configuration not stated)	-1	18	-17	-40	-44	-2	0.3	-0.5	1.1
Cc1cc(C)n(-c2n[nH]c(C)c2[N+](=O)[O-])n1	1	8	-7	-14	0	/	0.4	1.0	0.2
CC(C(=O)NCC1CCCCC1)N1CCc2ccccc2C1 (configuration not stated)	0	22	49	-10	0	-13	-0.2	-2.2	3.4
Nc1cc(-c2ccc(Br)cc2)nn1Cc1ccccc1	0	15	13	3	-12	-16	3.4	6.0	-6.8
CC(=O)c1ccc(OCC(=O)NCc2ccc(F)cc2)cc1	0	8	-15	9	-7	-46	0.6	-1.1	1.0
CC(NC(=O)c1cccs1)C(c1cccs1)N1CCN(c2ccccc2)CC1 (configuration not stated)	3	14	14	-12	-30	/	-0.4	-1.0	2.0
O=C(/C=C/c1cccs1)Nc1nncs1	-2	14	3	-15	-7	-13	0.4	0.0	-0.5
CN1CCN(CCC(=O)Nc2ccc(Br)cc2)CC1	0	2	18	11	0	-1	1.1	0.8	2.5
COc1ccccc1OCCOc1ccc(C(=O)c2ccccc2)cc1	-1	18	12	-9	-7	/	0.2	0.2	2.5
CCCCCCCc1c(O)nc(SCCN2CCOCC2)[nH]c1=O	0	7	36	-7	-4	1	0.4	1.4	-0.2
CCOC(=O)/C(=N/O)C1=NC(C)(C)Cc2cc(C)c(C)cc21	2	39	31	-16	-11	-6	-0.1	-0.1	-1.7
NC(=S)N=Nc1c(O)n(Cc2ccccc2)c2ccccc12	0	6	9	0	-6	-10	0.5	1.1	1.0
O=C(CSc1nnc(Nc2ccccc2)s1)NCc1cccs1	-7	23	-5	-15	-7	-8	0.6	-0.1	-0.9
CCc1c(C(=O)Nc2ncn(Cc3cccc(C)c3)n2)csc1C	1	17	19	-27	-6	-11	-0.2	-1.9	0.6
C/C(CCc1ccccc1)=N\NC(=O)CCc1ccccc1	-1	10	8	-13	-10	-21	-0.8	0.0	0.1
CCOC(=O)CSC1=Nc2ccccc2C2=NC(CC(=O)NCc3cccs3)C(=O)N12 (configuration not stated)	-2	1	-9	-8	1	-8	0.4	-0.5	0.2

(list continues)
SMILES	Runt-SMMHC FRET	PPC-1+TRAIL kill	CHOP inh	EBV gp42 inh	p47phox inh	Mdm2 ligase inh	TRPML3 agonist	TRPN1 ag	TNF necrop inh
CCc1cccc(NC(=O)CCCCCC2NC(=O)NC2C)c1 (configuration not stated)	4	8	17	-4	-2	5	1.1	-0.8	0.2
C=CCN1C(=O)/C(=c2\sc3nc(=O)c(Cc4ccccc4Cl)nn3c2=O)c2ccccc21	11	6	18	-4	-6	-4	0.0	-0.6	-5.2
CCC(CC)C1C(C#N)=C(N)Oc2n[nH]c(C)c21 (configuration not stated)	-3	-21	21	-3	-4	-17	0.5	0.4	-11
COc1ccc(C(=O)Nc2cc(C(F)(F)F)ccc2-n2cncn2)cc1	3	5	11	-11	-15	-6	0.2	0.3	0.3
Fc1cccc(CSc2ccc(-c3ccc4c(c3)OCO4)nn2)c1	-2	12	4	7	3	-16	0.5	1.9	1.9
COc1ccc2cc(/C=N/NC(=O)c3ccc(CN(c4cccc(Cl)c4Cl)S(C)(=O)=O)cc3)c(Cl)nc2c1	-2	51*	22	-28	-51	-7	0.5	1.3	-0.5
O=C(COC(=O)Cc1c[nH]c2ccccc12)Nc1cccc2ccccc12	-4	3	25	17	-13	15	-0.2	-0.9	1.6
O=C(NO)c1ccccc1C(F)(F)F	-2	12	-4	-24	-22	-31	0.5	0.2	-0.3
COc1ccc(CN2CC(C(=O)NCCN3CCN(c4ccccc4F)CC3)CC2=O)cc1 (configuration not stated)	-5	15	45	-23	-1	-24	0.0	2.2	-0.9
Cc1nn(Cc2ccc(Cl)cc2)c2sc(C(=O)O)cc12	-1	5	9	-2	-5	-4	0.5	-1.5	0.6
CC1CCCN(c2nc(N(C)c3ccccc3)nc(N)c2[N+](=O)[O-])C1 (configuration not stated)	1	6	7	-4	-10	-13	-0.3	-1.8	-0.3
Clc1ccc(-c2nnc3n2CCCS3)cc1	0	-7	18	-6	8	3	0.3	1.1	-3.3
CC1CCc2c(sc(NC(=O)CSc3ncn[nH]3)c2C#N)C1 (configuration not stated)	-5	8	85*	1	2	-41	1.0	1.8	2.9
CCCCn1c(SCc2ncc(-c3ccccc3)o2)nc2cc(S(N)(=O)=O)ccc21	-2	11	63	-10	-81	-14	0.1	-0.1	-6.9
COc1cc2[nH]c(=O)c(C(=O)NCCCN3CCCCC3)c(O)c2cc1OC	0	5	7	-19	-9	-19	-0.1	1.0	0.8
O=C(N/N=C/c1ccccc1OC(F)F)C1=COCCO1	1	29	-8	-7	-5	-9	0.8	0.7	0.1
CC(C)N1CC(C(=O)Nc2ccc(Br)c(Cl)c2)CC1=O (configuration not stated)	-4	-2	13	-3	-3	-16	2.1	3.8	0.8
CCN(CC)CCOc1ccc2nc(N(C)C)sc2c1	2	16	-6	3	-14	-12	-0.3	1.2	-6.9
Cc1cccc(C(=O)C2CCOC(C)(C)C2)c1 (configuration not stated)	0	-5	12	-5	-13	-9	0.5	-1.7	0.5
CCCn1c(SCC(=O)c2cc(C)n(-c3ccc4c(c3)OCO4)c2C)n[nH]c1=O	2	19	50	13	9	-11	0.5	3.9	-1.3
COc1ccc(CNC(=O)C(Cc2ccccc2)n2cccc2)cc1 (configuration not stated)	0	-2	9	-16	-10	-5	-0.4	-0.6	2.6
CC(C)Sc1nc2[nH]ncc2c(=O)[nH]1	-36	2	-1	-20	3	-13	0.7	1.2	0.2
N#C/C(=C/c1ccc(Sc2nc3ccccc3[nH]2)o1)c1cccc(Br)c1	1	-1	50	-20	-25	-1	-0.6	-1.1	-1.2
COCCNC(=O)C1CC2Cn3c(nc4cc(C)c(C)cc43)C2N1C (configuration not stated)	-1	-13	-3	-22	-2	19	/	/	4.5
CCN(CC)C(=S)SCC(=O)NC12CC3CC(CC(C3)C1)C2	-1	-7	30	-13	-13	-5	12*	-0.4	1.0

By substructure, the compounds so far containing a nitro group on carbon.
SMILES	Runt-SMMHC FRET	PPC-1+TRAIL kill	CHOP inh	EBV gp42 inh	p47phox inh	Mdm2 ligase inh	TRPML3 agonist	TRPN1 ag	TNF necrop inh
Cc1cc(C)n(-c2n[nH]c(C)c2[N+](=O)[O-])n1	1	8	-7	-14	0	/	0.4	1.0	0.2
CC1CCCN(c2nc(N(C)c3ccccc3)nc(N)c2[N+](=O)[O-])C1 (configuration not stated)	1	6	7	-4	-10	-13	-0.3	-1.8	-0.3

Other results.
SMILES	Runt-SMMHC FRET	PPC-1+TRAIL kill	CHOP inh	EBV gp42 inh	p47phox inh	Mdm2 ligase inh	TRPML3 agonist	TRPN1 ag	TNF necrop inh
CCc1nc(N[C@H](C(=O)O)C(C)CC)c2oc3ccccc3c2n1 (some centres not stated)	3	-5	22	9	-7	-10	0.3	-0.4	-0.3
CC(C)CC(=O)NS(=O)(=O)c1ccc(NS(C)(=O)=O)cc1	-2	-5	21	-12	-6	-2	0.6	1.9	0.1
COC(=O)c1ccc(Cl)c(NC(=O)c2ccc(-c3ccccc3)cc2)c1	-4	6	52	-1	6	-17	0.2	0.6	-1.0
C/C(=N/NC(=O)c1ccccn1)c1ccco1	-2	33	23	-11	-4	-48	0.4	0.2	-8.6
CCCC1c2ccsc2CCN1C(=S)NC (configuration not stated)	15	12	12	-2	-1	-6	1.1	2.5	-1.6
O=C(Cc1ccc(Cl)cc1)Nc1ccc(C(=O)N2CCOCC2)cc1	5	0	4	-5	-3	-15	-0.3	0.6	1.2
NC(=O)C1CCN(C(=O)COc2ccc(S(=O)(=O)NCc3ccccc3)cc2Cl)CC1	1	14	21	7	-2	2	0.6	0.0	1.1
O=c1sc2ccccc2n1CCCOc1ccccc1	1	10	1	-4	-11	/	-1.5	-1.4	-0.6
O=C(NCC(c1cccnc1)N1CCN(c2ccc(F)cc2)CC1)c1ccco1 (configuration not stated)	-3	8	6	-14	-12	-3	1.7	2.1	1.5
CC(C)(C)NC(=S)NNC(=O)c1cccc(Br)c1	4	30	-23	-14	-12	-2	-0.8	0.3	0.8
NC(=O)c1ccc(NC(=O)c2cccc3c2OCCCO3)cc1	-2	8	3	-9	-23	-8	0.5	1.3	1.3
